procasp7 counter: procaspase-7 activators, primary screen, counter-screen for procaspase-3 activator project, biochemical, absorbance, HTS, human. recombinant procaspase-7, Ac-DEVD-pNA absorbance 405 nm; D23A/D198A/D206A triple mutant, cannot self-cleave; scale: DMSO 0, 5 µM enzyme 100. activation, % at 8.5 µM. hit rate 0.093% among 330,000;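 active = percent activation above the screen-wide mean plus 3 SD, cut at about 25% in these data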
Target sequence (P55210 whole entry D23A/D198A/D206A): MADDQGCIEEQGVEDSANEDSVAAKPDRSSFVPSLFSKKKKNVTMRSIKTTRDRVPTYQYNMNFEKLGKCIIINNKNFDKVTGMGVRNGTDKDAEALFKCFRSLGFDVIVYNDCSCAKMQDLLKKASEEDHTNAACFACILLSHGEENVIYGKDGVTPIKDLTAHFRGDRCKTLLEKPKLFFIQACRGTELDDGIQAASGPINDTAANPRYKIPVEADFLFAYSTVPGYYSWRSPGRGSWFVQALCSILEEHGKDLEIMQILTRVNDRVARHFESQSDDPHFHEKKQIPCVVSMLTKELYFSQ
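Test system: Procaspase-7 triple mutant (PC-7 D3A). Also added: Ac-DEVD-pNA substrate, 400 µM as added. Schedule: 1 h enzyme–compound preincubation and 2 h substrate reaction, both 25 °C. Signal: p-Nitroaniline absorbance at 405 nm, read at 0 and 120 min. Control set: low DMSO alone, high DMSO plus 5 µM PC-7.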
Efflux pump mplx: inhibitors of Candida efflux pumps in yeast, primary screen, S. cerevisiae, Nile Red, multiplex; S. cerevisiae Candida pump triplex; inhibition, % at 10 µM; hit rate 0.44% among 330,000; AID 485275, 2010;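 active = plate passing quality check with inhibition over a set limit, or well fluorescence over plate mean plus 4 SD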;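 also: Nile Red retained in pooled yeast measured as flow cytometry median fluorescence; 0% = buffer negative control and 100% = Enniatin B positive control; higher means more Nile Red kept so more efflux inhibition; some compounds called inactive have numbers as strong as hits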
procasp3 activ: activators of human procaspase-3 D3A mutant, primary screen, biochemical, absorbance, PC-3 D3A mutant, single concentration | Caspase-3 (Homo sapiens), P42574 | recombinant procaspase-3 D3A, Ac-DEVD-pNA absorbance 405 nm | activation, % at 8.5 µM | hit rate 0.11% among 330,000;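 active = activation above the mean of all tested compounds plus 3 SD, cut at about 21% in these data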;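 also: 0% = DMSO alone and 100% = DMSO wells spiked with extra 5 µM PC-3 D3A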
Target sequence (P42574 whole entry D9A/D28A/D175A): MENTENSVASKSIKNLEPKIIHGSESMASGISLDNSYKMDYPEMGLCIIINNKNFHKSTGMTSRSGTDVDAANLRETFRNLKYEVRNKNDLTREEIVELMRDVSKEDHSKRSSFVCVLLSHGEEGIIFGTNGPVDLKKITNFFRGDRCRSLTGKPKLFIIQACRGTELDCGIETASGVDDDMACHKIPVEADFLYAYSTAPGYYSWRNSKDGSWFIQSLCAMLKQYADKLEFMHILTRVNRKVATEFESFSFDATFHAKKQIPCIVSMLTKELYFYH
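material = Procaspase-3 D3A mutant | probe or stimulus = Ac-DEVD-pNA | compound = single dose, 8.5 µM nominal compound, 0.8% DMSO | timing = 1 h preincubation, 2 h reaction | measured by = 405 nm absorbance of p-nitroaniline, reads at 0 and 120 min | benchmarks = DMSO-only low control, 5 µM PC-3 D3A high control | repeats = singlicate, each compound tested once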
Fh CTSL1 inh: Fasciola hepatica cathepsin L1 inhibitors, primary screen, counter-screen for PFM18AAP inhibitor project, biochemical, QFRET, fluorogenic peptide substrate; recombinant F. hepatica cathepsin L1, Z-Leu-Arg-MCA fluorescence; inhibition, % at 5.96 µM; hit rate 0.49% among 300,000;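 active = inhibition above the mean of all tested compounds plus 3 SD, set per screening campaign, cut at about 17% in these data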;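 also: 0% = plate median of test compound wells and 100% = 1 µM Z-Phe-Ala-diazomethylketone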
JMJD2C inh: inhibitors of GASC-1 histone demethylase, primary screen, biochemical, fluorescence, DELFIA europium; Lysine-specific demethylase 4C (Homo sapiens), Q9H3R0; GST-JMJD2C(1-420) H3K9me3 demethylation; inhibition, % at 2.35 µM; hit rate 0.069% among 330,000; AID 2099, 2009;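 active = more than half of a compound's replicate wells show inhibition beyond 50%, single wells judged on their own value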;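 also: signal counts dimethyl H3K9 product captured on neutravidin plate; 0% = median of DMSO wells and 100% = 0.3 times that DMSO median; strong numbers were not always called active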
PP1 counter: PP1-alpha phosphatase inhibitors, primary screen, counter-screen for PP5 inhibitor project, biochemical, fluorescence, OMFP substrate, single point. Serine/threonine-protein phosphatase PP1-alpha catalytic subunit (Homo sapiens), P62136. purified PP1alpha. inhibition, % at 6.7 µM. hit rate 0.9% among 320,000. AID 2235, 2010;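 active = inhibition above the mean inhibition of all tested compounds plus 3 SD, computed separately for each screening campaign, cut at about 15% in these data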
TPT1 inhibitor: Candida albicans TPT1 enzyme inhibitors, primary screen, biochemical, fluorescence polarization. recombinant caTPT1, FP RNA substrate dephosphorylation. inhibition, % at 5 µM. hit rate 0.81% among 300,000. AID 1962, 2009;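 active = inhibition above the mean of all tested compounds plus 3 SD, set per screening campaign, cut at about 24% in these data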;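 also: plate controls were DMSO alone for no effect and ferristatin control at 100 nM for full effect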
core dimer inh: inhibitors of HCV core protein dimerization, primary screen, biochemical, TR-FRET, high-throughput. TR-FRET GST/Flag-core106 dimerization, 1536-well. inhibition, % at 5 µM. hit rate 0.33% among 300,000;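 active = inhibition above the mean of all tested compounds plus 3 SD, set per screening campaign, cut at about 45% in these data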
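Assay system: tagged HCV core106 pair (GST and Flag); medium: KF-containing HEPES buffer, pH 7.45, DTT, CHAPS, BSA; also added: Eu donor and XL665 acceptor anti-tag antibodies; dosing: 5 µM single dose; timing: compound-protein-antibody incubation 4 h at 22.5 °C; signal: TR-FRET 671 and 617 nm emission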
PP5 primary: PP5 phosphatase inhibitors, primary screen, biochemical, fluorescence | Serine/threonine-protein phosphatase 5 (Homo sapiens), P53041 | purified PP5c, OMFP substrate fluorescence | inhibition, % at 6.7 µM | hit rate 0.18% among 320,000 | AID 1987, 2009;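 active = inhibition above the campaign's mean inhibition across all tested compounds plus 3 SD, cut at about 9.5% in these data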;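 also: 0% = DMSO only and 100% = 100 µM cantharidin control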
Target sequence (P53041 whole entry, looked up): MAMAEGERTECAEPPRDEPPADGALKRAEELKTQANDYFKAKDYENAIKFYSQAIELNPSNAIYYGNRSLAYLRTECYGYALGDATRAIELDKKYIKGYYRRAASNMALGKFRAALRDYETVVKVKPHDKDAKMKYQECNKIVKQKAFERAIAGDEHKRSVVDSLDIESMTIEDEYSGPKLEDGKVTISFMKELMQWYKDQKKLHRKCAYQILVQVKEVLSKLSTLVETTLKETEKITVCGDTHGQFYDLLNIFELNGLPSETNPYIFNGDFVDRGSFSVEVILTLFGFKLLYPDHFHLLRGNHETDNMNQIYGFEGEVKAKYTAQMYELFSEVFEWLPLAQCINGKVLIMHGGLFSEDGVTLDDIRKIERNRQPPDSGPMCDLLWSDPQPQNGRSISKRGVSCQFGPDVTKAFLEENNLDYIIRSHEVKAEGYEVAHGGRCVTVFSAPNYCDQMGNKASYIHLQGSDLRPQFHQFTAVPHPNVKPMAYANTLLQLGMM
An asterisk follows results filed as active; nt = not tested or not shown. Compounds as they come; 2.9% or so of the library scored in one or more.

SMILES	procasp7 counter	Efflux pump mplx	procasp3 activ	Fh CTSL1 inh	JMJD2C inh	PP1 counter	TPT1 inhibitor	core dimer inh	PP5 primary
COc1ccccc1N1C(=O)N(C(C)=O)C2C1Nc1ccccc1N2C (stereo unspecified)	-3	0.0	-6	6	3	-1	15	7	3.0
CCOC(=O)N1N=C(C)CC1(O)c1ccccc1 (stereo unspecified)	4	0.0	6	-3	-2	-2	0	1	1.0
CCOc1ccc(CCNS(=O)(=O)c2ccc3c(c2)oc(=O)n3C)cc1OCC	6	0.1	1	-2	5	-1	0	-9	1.8
CC1CC(C)(C)NC(=S)N1CC(=O)N1CCN(Cc2ccc3c(c2)OCO3)CC1 (stereo unspecified)	-19	0.0	-7	4	-15	0	-4	-2	-1.1
CN(C)S(=O)(=O)c1ccc(Cl)c(C(=O)NNC(=O)c2ccc3c(c2)OCO3)c1	0	-0.1	2	nt	7	-7	nt	nt	-0.9
O=C(NCC1CCCO1)c1ccc2c(=O)n(Cc3ccco3)c(SCC(=O)N3CCCC3)nc2c1 (stereo unspecified)	-13	0.3	-8	0	0	1	-4	1	4.3
Cc1ccc2c(c1)N(CCC(=O)NCC1COc3ccccc3O1)C(=O)CO2 (stereo unspecified)	-9	0.1	2	-3	-6	-1	-2	-6	1.7
C#CCOCCOCCOCCNc1nc(N2CCOCC2)nc(N2CCN(C(=O)CCCCCCCCCCNC(=O)[C@@H](CCSC)n3cc(CCO)nn3)CC2)n1	1	0.0	9	-3	3	-1	-1	1	2.5
Cc1ccc(OCCCC(=O)Nc2cc(Cl)ccc2-n2cncn2)cc1	3	-0.1	8	-6	-4	-7	-2	1	-2.3
Cn1cccc1C(=O)NC(=O)COC(=O)c1cc(S(=O)(=O)N2CCCCC2)ccc1Cl	-2	-0.1	-9	-7	23	1	2	21	1.4
O=c1[nH]c(Nc2ccc(F)cc2)cc2ccccc12	5	-0.1	2	58*	25	1	21	7	5.2
CN(CC(=O)Nc1ccccc1Br)C(=O)C(Cc1ccccc1)NC(=O)c1ccccc1 (stereo unspecified)	-4	-2.4	5	0	-4	-2	0	2	3.8
CCOC(=O)c1c(C)oc2c1c(C=NC1CCS(=O)(=O)C1)c(O)c1ccccc12 (stereo unspecified)	-2	-0.2	-7	1	-2	-2	-2	-3	3.7
CN(C)CCN(C(=O)/C=C/c1cccs1)c1nc2c(F)cc(F)cc2s1	14	-0.3	-8	2	16	3	-1	3	1.3
Cc1cccc(C)c1NC(=O)CSc1nnc(C2CCCCC2)o1	4	1.2	7	3	-6	-1	-1	-2	0.9
Cc1[nH]nc2c1C(Cc1ccccc1)C(C#N)=C(N)O2 (stereo unspecified)	0	-0.2	7	-6	-146	0	-4	-4	0.6
CS(=O)(=O)N1CCN(c2ccc([N+](=O)[O-])c(SCc3ccco3)c2)CC1	-16	-0.1	7	-3	6	2	-5	2	0.2
CC1CC(C)CN(S(=O)(=O)N2CCCC(C(=O)NCCc3ccccc3)C2)C1 (stereo unspecified)	6	-0.1	1	-3	0	0	-3	1	-1.8
O=C(CN1CCC(C(=O)c2ccc3c(c2)OCCO3)CC1)NCc1ccc(F)cc1	3	-0.1	2	2	-9	-2	-1	-5	3.2
Cc1onc(-c2ccccc2)c1C(=O)Nc1nc(-c2ccc(F)c(F)c2)cs1	10	0.2	-14	2	1	2	4	25	3.6
COc1ccc(CNC(=O)c2cnc3cc(C)ccn3c2=O)cc1	-3	0.0	-2	3	-11	2	10	6	0.3
COc1ccc(OC(C)C(=O)Nc2cccc([N+](=O)[O-])c2)cc1 (stereo unspecified)	2	0.0	10	1	1	2	1	-15	1.4
O=C(CSc1nc(=O)n2ccccc2n1)N1CCCCCC1	0	-0.1	18	-3	-19	2	-1	-3	0.6
CCOc1ccccc1NC(=O)C(CC(C)C)NC(=O)C1CCCCC1 (stereo unspecified)	8	0.0	-3	5	2	-4	-5	1	1.9
O=C(COC(=O)C1(c2ccccc2F)CCCC1)Nc1ncc(C(F)(F)F)cc1Cl	-4	0.4	-8	-3	34	0	0	-3	4.6
COc1ccc(Nc2nc(N)nc(CCl)n2)cc1	-1	0.1	-13	3	-1	-3	3	-1	-1.4
C[C@H](NS(=O)(=O)c1c(Cl)cccc1Cl)C(=O)NNC(=O)COc1ccccc1F	3	0.4	5	nt	4	nt	nt	nt	nt
COc1ccc(Cl)cc1NC(=O)c1ccoc1C	7	0.0	7	1	-16	-3	-1	6	2.8
CCCCCn1c2nc3ccccc3nc2c2c(=O)n(CC(C)C)cnc21	-8	-0.1	2	2	0	-2	-4	-5	-0.8
CCOc1ccc(NC(=O)CSc2nc3ccccc3c(=O)n2CCCC(=O)NCC2CCCO2)cc1 (stereo unspecified)	6	0.1	-2	1	-12	4	0	0	1.7
COc1ccc(/C(C)=N/N=C(N)N)c(OC)c1	0	0.2	-10	-3	3	-13	0	3	1.3
Nc1nnc(SCC(=O)OCC(=O)NC2CCCCC2)s1	-1	0.1	4	-16	19	0	-1	9	0.7
O=C(c1ccc(Cl)cc1Cl)N1CCC(c2nc3c(nnn3Cc3ccco3)c(=O)[nH]2)CC1	7	-0.1	-3	5	17	0	2	2	1.8
C[C@H]1CCC2[C@](C)(CO)[C@@H](O)CC[C@]2(C)[C@@]12CCC(CO)(CCO)O2 (stereo partly specified)	-2	-0.3	9	1	98	-1	2	5	-1.7
CN1CCN(Cc2c(O)ccc3cc(Br)ccc23)CC1	-29	0.0	-11	-3	-2	-5	-1	-3	4.6
COc1ccc(NS(=O)(=O)c2cccc(C(=O)N(C)Cc3cccs3)c2)cc1	-13	-0.1	0	27*	4	1	-1	-2	0.1
COc1cc(OC)cc(C(=O)NNC(=O)CNC(=O)c2cccs2)c1	2	0.2	1	nt	2	-3	nt	nt	0.1
CCn1cc(C(=O)O)c(=O)c2cc(F)c(N/N=C/c3ccccc3[N+](=O)[O-])cc21	2	-0.1	-2	-1	-6	2	1	19	-1.3
Cc1nnc(NC(=O)c2nc(S(=O)(=O)Cc3ccccc3C)ncc2Cl)s1	-3	-0.1	-8	2	-18	-1	1	6	-1.5
CCN(CC)S(=O)(=O)c1cccc(C(=O)N2CCCCC2)c1	3	-0.1	-1	6	9	2	-2	-8	2.8
CCCCOc1cccc(C(=O)Nc2ccc(N3CCN(CC)CC3)cc2)c1	-3	-0.1	-7	-4	-16	-3	-1	-1	2.7
CCCNC(=O)CN(C)CC(=O)Nc1ccccc1C#N	4	0.1	-7	-4	32	-8	0	2	1.9
Cc1ccccc1C(=O)Nc1cccc(NC(=O)c2ccc(F)cc2)c1	11	0.1	2	-1	-8	-1	-4	6	1.8
COc1ccc(N2CCN(C(=O)C3CCN(S(=O)(=O)c4ccccc4)CC3)CC2)cc1	-6	0.1	6	2	-1	-2	-4	7	2.5
C=CCNC(=S)N1CCN(Cc2ccccc2)CC1	-7	-0.3	6	-6	-14	8	-5	0	-2.7
CS(=O)(=O)N(CC(=O)N1CCN(Cc2ccccc2)CC1)c1ccc2c(c1)OCCO2	-3	-0.1	3	-1	1	-2	-4	-1	0.9
O=C(/C=C/c1cn(-c2ccccc2)nc1-c1cccnc1)NCCN1CCOCC1	2	-0.1	-4	2	1	-4	0	3	-0.5
CNCC(O)COc1cccc(OC)c1 (stereo unspecified)	9	-0.1	2	-5	147	-4	-3	-3	-0.6

Reprinted at random: two compounds from above.
SMILES	procasp7 counter	Efflux pump mplx	procasp3 activ	Fh CTSL1 inh	JMJD2C inh	PP1 counter	TPT1 inhibitor	core dimer inh	PP5 primary
Cc1nnc(NC(=O)c2nc(S(=O)(=O)Cc3ccccc3C)ncc2Cl)s1	-3	-0.1	-8	2	-18	-1	1	6	-1.5
COc1ccc(N2CCN(C(=O)C3CCN(S(=O)(=O)c4ccccc4)CC3)CC2)cc1	-6	0.1	6	2	-1	-2	-4	7	2.5

(cont.)
SMILES	procasp7 counter	Efflux pump mplx	procasp3 activ	Fh CTSL1 inh	JMJD2C inh	PP1 counter	TPT1 inhibitor	core dimer inh	PP5 primary
CN(CC(=O)O)S(=O)(=O)/C=C/c1ccccc1	-2	0.0	0	-1	8	0	-2	-2	1.3
CC[C@H]1CN2CCc3cc(OC)c(OC)cc3[C@@H]2C[C@@H]1C[C@H]1NCCc2cc(OC)c(OC)cc21	4	0.0	0	-4	6	-1	3	-2	0.6
CCN(c1ccc(OC)cc1)S(=O)(=O)c1ccc2c(c1)NC(=O)CS2	-6	0.2	4	2	-2	-1	0	10	-1.5
CCCC[n+]1ccn(-c2nc3ccccc3nc2[N-]S(=O)(=O)c2ccc(Br)cc2)c1	7	-0.1	10	-1	2	0	0	5	0.8
CCN(CC)S(=O)(=O)c1ccc2c(c1)nc(CCC(=O)OCc1c(C)noc1C)n2C	3	0.0	3	2	2	-1	-2	-12	-1.4
COc1ccc(N2CC(O)=C(c3nc(-c4ccc(F)cc4)cs3)C2=N)cc1Cl	-1	0.2	-1	2	6	-4	1	19	0.1
C=CCn1c2[n+](c3ccccc3c1=O)CCCCC2	7	0.0	10	1	-6	0	0	2	-0.7
CCn1c2nc(SCCN3CCOCC3)nnc2c2cc(C)cc(C)c21	3	-0.3	-5	2	-1	-2	2	1	0.9
CCN1CCN(c2ccc(S(=O)(=O)N3CCCCC3)cc2NC(=O)c2ccc(F)cc2)CC1	3	0.0	3	-5	3	0	0	-1	-0.3
CC(=O)N1N=C(c2cccc([N+](=O)[O-])c2)OC1c1ccccc1Cl (stereo unspecified)	-8	-0.1	2	-10	8	-1	-1	-2	0.3
Cn1c(=O)c2c(nc(NCc3ccco3)n2CC(O)CO)n(C)c1=O (stereo unspecified)	-5	0.0	10	-1	18	-3	0	-1	-0.6
O=S(=O)(c1ccccc1)N1CCC(n2cnc3ccccc32)CC1	-7	-0.2	4	-2	-3	-1	-3	-2	-0.6
CCOC(=O)c1cnc(SC)nc1Sc1ccc(Cl)cc1Cl	6	0.1	3	4	-7	-3	-3	1	0.4
Cc1cc(C)c(C)c(S(=O)(=O)NCc2ccc(C(=O)N3CCOCC3)cc2)c1C	8	-0.2	0	-2	-7	2	-1	-9	3.4
